RBX1-CUL1 inh – human ROC1-CUL1 E3 ligase inhibition; in vitro K48 di-Ub FRET, acceptor:donor ratio, 45 min; inhibition, % at 10 µM; hit rate 0.6% among 140,000; in the data active = inhibition above about 25%
Target sequence (P62877 whole entry, looked up): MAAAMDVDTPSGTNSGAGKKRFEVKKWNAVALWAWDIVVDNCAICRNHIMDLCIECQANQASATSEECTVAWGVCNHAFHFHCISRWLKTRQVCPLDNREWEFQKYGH
Target sequence (Q13616 whole entry, looked up): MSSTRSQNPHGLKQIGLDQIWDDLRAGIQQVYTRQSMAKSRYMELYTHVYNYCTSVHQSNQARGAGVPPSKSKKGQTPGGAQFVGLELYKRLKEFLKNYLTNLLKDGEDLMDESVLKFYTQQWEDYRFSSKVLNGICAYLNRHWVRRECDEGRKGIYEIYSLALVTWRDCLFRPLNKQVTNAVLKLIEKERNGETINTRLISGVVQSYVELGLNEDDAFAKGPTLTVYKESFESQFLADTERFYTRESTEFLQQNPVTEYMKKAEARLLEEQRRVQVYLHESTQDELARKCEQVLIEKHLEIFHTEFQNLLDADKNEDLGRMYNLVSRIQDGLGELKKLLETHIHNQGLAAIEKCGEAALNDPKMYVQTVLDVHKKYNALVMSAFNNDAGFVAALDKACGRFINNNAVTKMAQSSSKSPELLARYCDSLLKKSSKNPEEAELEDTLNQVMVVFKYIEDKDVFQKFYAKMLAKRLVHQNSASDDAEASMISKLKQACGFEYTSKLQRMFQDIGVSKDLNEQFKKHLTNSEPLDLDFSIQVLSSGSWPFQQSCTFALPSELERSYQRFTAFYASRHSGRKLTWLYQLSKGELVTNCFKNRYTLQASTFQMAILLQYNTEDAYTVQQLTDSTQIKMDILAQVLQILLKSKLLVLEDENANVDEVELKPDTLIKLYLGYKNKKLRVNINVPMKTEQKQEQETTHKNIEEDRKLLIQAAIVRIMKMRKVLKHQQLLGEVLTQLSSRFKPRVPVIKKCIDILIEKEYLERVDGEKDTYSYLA
Starred values were filed as active, the others as inactive. Some of the compounds tested. The share of hits here may be higher or lower than overall.

SMILES	RBX1-CUL1 inh
CCOc1ccccc1CNC(=O)c1nn(C)c2c1CS(=O)(=O)c1ccccc1-2	6
Cc1nc(-c2ccccc2)sc1-c1ccc(SCC(=O)NCc2ccccc2)nn1	-7
CCc1nn(-c2cc(Oc3ccc(F)cc3)nc(SC)n2)c(N)c1C#N	6
COCc1ccc(CN2CCCC2C(=O)Nc2cccc(-n3cccn3)c2)o1 (stereo not given)	6
CCCCc1ccc(NC(=O)C2CCN(S(=O)(=O)c3cc(OC)ccc3OC)CC2)cc1	-1
Cc1cccc(-c2ncc(CN3CC[C@@H](N4CCC(O)CC4)[C@H](O)C3)cn2)c1	5
CC1(C)Cc2nc(C(C)(C)C)ncc2C(NC2CCOCC2)C1 (stereo not given)	1
CCc1oc2ccc(NS(=O)(=O)CC)cc2c1C(=O)OC	4
O=C(N/N=C/C=C/c1c[nH]c2ccccc12)c1ccc(Cl)cc1	-5
Nc1c(C(=O)c2ccc3c(c2)OCO3)sc(Nc2ccccc2F)c1S(=O)(=O)c1ccccc1	1
Cc1ccc(CN2CCN(Cc3ccncc3)CC2CCO)o1 (stereo not given)	-3
COCCCN1C(=O)CC(CC(=O)N(C)CCn2nc(C)cc2C)(c2ccccc2OC)C1=O (stereo not given)	-1
COc1cc(CNCC(C)C)cc(Cl)c1OC	-1
CC1Cc2sc(-c3ccccc3)cc2C1=O (stereo not given)	3
S=c1nc(-c2ccc(Cl)cc2Cl)[nH][nH]1	11
COc1ccc2c(CNCc3cccs3)c(C(=O)O)n(Cc3cccc(F)c3)c2c1	1
O=C(CCCOc1ccc(Cl)cc1Cl)N/N=C/c1cc2c(cc1[N+](=O)[O-])OCO2	6
CC(=O)c1ccc(C(=O)N2CCC(c3nc(-c4cccnc4)ncc3-c3ccccc3C)CC2)cc1	0
OCCCNc1nc(-c2ccc(Cl)cc2)nnc1-c1ccccc1	1
COc1ccc(-c2nnc(SCC(=O)N(C)C3CCCCC3)o2)cc1OC	3
CCc1ccc(CN(C)Cc2cnc(S(=O)(=O)CC)n2CCOC)cc1	-8
CC(C)(C)C1CCC2(CC1)SCC(=O)N2c1ccc(OC(F)(F)F)cc1 (stereo not given)	-5
CC(C)Cc1ccc(C(C)C(=O)Nc2ccc([N+](=O)[O-])cc2)cc1 (stereo not given)	2
Cc1c(C)n(Cc2ccccc2)c2ccc(C(=O)NC(C)c3ccccc3)cc12 (stereo not given)	3
CCN1C(=O)c2ccccc2S(=O)(=O)c2ccc(C(=O)NCc3ccc(F)cc3)cc21	-5
Cc1ccc2c(c1)N(C(=O)CCC(=O)NCc1cccs1)CC(C)O2 (stereo not given)	6
c1ccc(Nc2nc(Nc3ccccc3)nc(-n3cccn3)n2)cc1	5
CCN(CC)c1ccc(NS(=O)(=O)c2cc3[nH]c(=O)c(=O)[nH]c3cc2C)c(C)c1	-4
CC1(C)Cc2c(c3ccccc3[nH]c2=O)O1	-4
ClC1(Cl)C2CC3C(C4C(C21)C4(Cl)Cl)C3(Cl)Cl (stereo not given)	5
COCCCN1CC(C(N)=O)CC1=O (stereo not given)	5
CC(=O)CSc1nnc2[nH]c(=O)cc(N)n12	-16
Cn1c(CSCc2ccc(Cl)cc2)nnc1SCC(=O)Nc1ccccc1	-5
Cc1ncc2c(c1CNC(=O)Cc1cccs1)CCN(C(=O)/C=C/c1ccccc1Cl)C2	-4
COc1ccc([C@@H]2[C@H]3CN(C(C)C)CC=C3C(C#N)C(=N)C2(C#N)C#N)cc1OC (stereo not given in full)	12
Cc1nnc(N2C(=O)C(=O)C(C(=O)c3cc4ccccc4o3)C2c2ccc(Cl)c(Cl)c2)s1 (stereo not given)	-9
O=C1CS(=O)(=O)C(c2ccccc2)N1c1ccccc1 (stereo not given)	1
COCc1noc(-c2ccc(N(Cc3nccn3C)C(C)C)nc2)n1	-16
Cc1ccc(N2CCN(C(=O)c3c(C)oc4ncnc(N5CCCCC5)c34)CC2)c(C)c1	5
CN(C)c1ccc(C2Oc3ccccc3C(=O)/C2=C\c2ccco2)cc1 (stereo not given)	-8
CC(=O)Nc1ccc(N=CC2C(=O)NC(=O)N(c3ccccc3)C2=O)cc1 (stereo not given)	6
COc1ccccc1N1CCN(C(=O)CSc2n[nH]c(-c3ccccc3)n2)CC1	4
COC(=O)c1ccc(-c2ccc(C)cc2[N+](=O)[O-])cc1	-1
Cc1ccccc1N=Cc1ccc[nH]1	1
COc1ccc(NS(=O)(=O)c2cc(N)ccc2N2CCCCC2)cc1	6
Cc1ccc(N2N=C(C(=O)c3cccs3)SC23S/C(=C\c2ccccc2)C(=O)N3c2ccccc2)cc1 (stereo not given)	1
CC1=NC(=O)NC(c2ccccc2F)C1C(=O)Nc1cccc(C)c1C (stereo not given)	4
Cc1cccc(NS(=O)(=O)c2ccccc2C)c1	-4
COC(=O)c1ccc(Cn2c(SCc3ccccc3)nc3ccncc32)cc1	-4
COc1cc(C)c(NC(=O)c2ccc(C(=O)Nc3cc(C(C)C)c(OC)cc3C)s2)cc1C(C)C	-4
S=C(NCc1ccccc1)N1CCN(c2ccccn2)CC1	5
Cc1ccccc1OCC(=O)N(Cc1ccc(C(C)C)cc1)C1CCS(=O)(=O)C1 (stereo not given)	8
O=c1c2ccccc2nc2c3ccccc3c(Sc3nnc4ccccn34)nn12	-9
COc1cccc(-n2cc(CNC(=O)c3cn(C4CC4)cc(C(=O)NC4CCCCC4)c3=O)cn2)c1	2
CCOc1cccnc1Nc1ncc(CN2CCNC(=O)C2)s1	1
COCC(C)N(C(=O)COc1ccc(Cl)cc1Cl)c1c(C)cccc1C (stereo not given)	2
Cc1cccc2c1N=C(CSc1ccccc1NC(=O)C(C)C)CC2=O	0
COc1cc(OC)c(NC(=O)C(C)c2ccc(CC(C)C)cc2)cc1Cl (stereo not given)	-6
Nc1c(C=C2C=C(Cl)C(=O)C(Cl)=C2)c(=O)nc2sc(C34CC5CC(CC(C5)C3)C4)nn12	76*
NS(=O)(=O)c1ccc(-n2cccc2/C=C2/C(=O)NN(c3cccc(Br)c3)C2=O)cc1	-1

Later entries
SMILES	RBX1-CUL1 inh
O=C(NCC1(c2ccccc2)CCCCC1)c1cc(CN2CCCC(O)C2)on1 (stereo not given)	-1
CCCOC(=O)c1c(-c2ccc(F)cc2)csc1NC(=O)C1CCCO1 (stereo not given)	6
Cc1cccc(Cn2c(=O)n(CC3CCC(C(=O)NC(C)C)CC3)c(=O)c3sccc32)c1 (stereo not given)	1
N#Cc1cc2c(N)c(C(=O)NC34CC5CC(CC(C5)C3)C4)sc2nc1N	4
O=C(CN1C(=O)CC2Sc3ccccc3N=C21)c1ccc(Cl)cc1 (stereo not given)	0
CNC(=O)CCC(=O)N=C1C(=O)N(c2ccccc2)N(C)C1C (stereo not given)	4
COC(=O)CN1C(=O)C2(OCCCO2)c2ccccc21	-8
Fc1ccc(-c2nc(-c3cccs3)c(-c3cccs3)[nH]2)cc1	0
Cc1ccccc1/C=C/C(=O)C1C=C(Br)C=C(Br)C(=O)C1=O (stereo not given)	54*
O=[N+]([O-])c1cc(C=Nc2ccc3[nH]ncc3c2)c(O)c([N+](=O)[O-])c1	-3
CCOC(=O)Cn1cnc2c(cnn2-c2ccc(C)c(C)c2)c1=O	-1
Cc1cc(C)cc(NC(=O)c2c(C)oc3nc(C)nc(N4CCCC4)c23)c1	-11

Three of the entries above in order of the RBX1-CUL1 inh value, low to high:
SMILES	RBX1-CUL1 inh
CCOC(=O)Cn1cnc2c(cnn2-c2ccc(C)c(C)c2)c1=O	-1
O=C(CN1C(=O)CC2Sc3ccccc3N=C21)c1ccc(Cl)cc1 (stereo not given)	0
CNC(=O)CCC(=O)N=C1C(=O)N(c2ccccc2)N(C)C1C (stereo not given)	4

Next part:
SMILES	RBX1-CUL1 inh
CCOC(=O)c1c(C)n(S(=O)(=O)c2ccc(C)cc2)c2ccc(NS(=O)(=O)c3ccc(C)cc3)cc12	-3
CC(CCn1cccn1)N1CCc2onc(-c3ccc4c(c3)OCO4)c2C1 (stereo not given)	6
CCCN=C1c2ccccc2OC(=O)C1N (stereo not given)	2
CC(C)OCCCNC1COc2ccccc2C1 (stereo not given)	2
Cc1ccc(CCNC(=O)c2oc(=O)c3ccccc3c2-c2ccc(C)cc2)cc1	-1
Nc1nonc1C(=O)NCc1ccc(Cl)cc1	7
COc1ccc(S(=O)(=O)NCC2CCCN(C(=O)c3ocnc3C)C2)cc1 (stereo not given)	-3
CC(C)(C)c1ccccc1NC(=O)c1ccncc1	5
O=C(c1c(-c2[nH]c3ccccc3c2C(=O)C(F)(F)F)[nH]c2ccccc12)C(F)(F)F	7
Cc1ccccc1NC(=O)C1CCC(CNS(=O)(=O)c2ccc3c(c2)C(C)(C)C(=O)N3C)CC1 (stereo not given)	9
O=[N+]([O-])c1cc(Cl)ccc1Sc1nc2ccccc2s1	11
O=C(c1coc(COc2ccc(F)cc2Cl)n1)N1CC[C@H](O)C1	2
CC(C)C(=O)N1c2ccccc2N=C2CC(c3ccccc3)CC(=O)C2C1c1cccs1 (stereo not given)	6
CCCCNC(=O)c1cc2nc(-c3ccc(F)cc3)cc(C(F)(F)F)n2n1	-3
O=C(CSc1ccccn1)Nc1ccc(OC(F)(F)Cl)cc1	-10
CCCCCCc1ccsc1C1C=NC(=O)NC1=O (stereo not given)	7
COc1cccc(-n2c(C)nc3cc(C(=O)O)ccc32)c1	-5
CCOC(=O)C1(CCc2ccccc2)CCCN(C(=O)c2csnn2)C1 (stereo not given)	15
CCN(CC)CCNC(=O)c1cc2c(=O)oc3ccc(C)cc3c2s1	-4
CC(=O)c1ccc(NC(=O)c2nc(-c3ccc(Cl)cc3)n3c2CCCCC3)cc1	9
CC1CCN(c2ccc(C(=O)NCc3noc(C(C)C)n3)cn2)CC1	0
CC(C)c1cccc(C(C)C)c1N=Cc1ccc[nH]1	2
O=C(Cc1ccc(Cl)cc1Cl)NCC1CCCO1 (stereo not given)	7
COc1ccc(S(=O)(=O)N2CCN(C(=O)C(C)(C)C)CC2)cc1OC	-5

Nothing new here: entries from further up.
SMILES	RBX1-CUL1 inh
CC(C)(C)c1ccccc1NC(=O)c1ccncc1	5
O=C(c1c(-c2[nH]c3ccccc3c2C(=O)C(F)(F)F)[nH]c2ccccc12)C(F)(F)F	7
Cc1ccccc1NC(=O)C1CCC(CNS(=O)(=O)c2ccc3c(c2)C(C)(C)C(=O)N3C)CC1 (stereo not given)	9
O=[N+]([O-])c1cc(Cl)ccc1Sc1nc2ccccc2s1	11
O=C(c1coc(COc2ccc(F)cc2Cl)n1)N1CC[C@H](O)C1	2
CC(C)C(=O)N1c2ccccc2N=C2CC(c3ccccc3)CC(=O)C2C1c1cccs1 (stereo not given)	6
CCCCNC(=O)c1cc2nc(-c3ccc(F)cc3)cc(C(F)(F)F)n2n1	-3
O=C(CSc1ccccn1)Nc1ccc(OC(F)(F)Cl)cc1	-10
CCCCCCc1ccsc1C1C=NC(=O)NC1=O (stereo not given)	7
COc1cccc(-n2c(C)nc3cc(C(=O)O)ccc32)c1	-5
CCOC(=O)C1(CCc2ccccc2)CCCN(C(=O)c2csnn2)C1 (stereo not given)	15
CCN(CC)CCNC(=O)c1cc2c(=O)oc3ccc(C)cc3c2s1	-4
CC(=O)c1ccc(NC(=O)c2nc(-c3ccc(Cl)cc3)n3c2CCCCC3)cc1	9
CC1CCN(c2ccc(C(=O)NCc3noc(C(C)C)n3)cn2)CC1	0
CC(C)c1cccc(C(C)C)c1N=Cc1ccc[nH]1	2
O=C(Cc1ccc(Cl)cc1Cl)NCC1CCCO1 (stereo not given)	7
COc1ccc(S(=O)(=O)N2CCN(C(=O)C(C)(C)C)CC2)cc1OC	-5

Next part
SMILES	RBX1-CUL1 inh
COc1ccc2c(c1)-c1c(ssc1=Nc1ccc(Br)cc1)C(C)(C)N2	4
COCc1[nH]nc2c1C(c1cccc(O)c1)C(C#N)C(=N)O2 (stereo not given)	15
Cc1cccc(OCc2n[nH]c(=S)n2-c2ccccc2)c1	-1
CCn1c(COc2cccc(C)c2)nc2ccccc21	3
COc1ccc(Cc2nnc(SC)n(N)c2=O)cc1	-7
O=C(Nc1nnc(C2CCCCC2)s1)c1cccc(F)c1	11
CCCC1=NN2C(=N)/C(=C/c3cccc(Br)c3)C(=O)N=C2S1	0
CC(C)C1=NOC(C(=O)N2CCC(N3CCC(C(=O)N4CCOCC4)CC3)CC2)C1 (stereo not given)	5
CCCOc1ccc(S(=O)(=O)N2CCN(C)CC2)cc1C	0
CCOC(=O)Cc1sc(NC(=O)C(C)(C)Oc2ccc(Cl)cc2)nc1C	-8
O=C(Nc1cc2c(cc1Br)OCCO2)c1ccco1	9
COc1ccc(NC(=O)Cn2c(=O)n(Cc3ccccc3Cl)c(=O)c3cc(OC)c(OC)cc32)cc1	-4
Cc1cccn2c(=O)c(/C=C(\C#N)c3nc4ccccc4[nH]3)c(Oc3ccc(C(C)(C)C)cc3)nc12	-4
CC(C)n1cc(NC(=O)c2ccc(C3CCCN3)s2)nn1 (stereo not given)	1
Clc1cc(N2CCCCC2)ncn1	0
COc1cc(CNCc2n[nH]c3c2CCC3)ccc1OCC(O)CN(C)C(C)C (stereo not given)	-4
O=C(CCn1cncn1)N1CCCC(CCc2cccc(F)c2)C1 (stereo not given)	5
O=C(O)C(Cc1ccc(O)cc1)N1C(=O)c2c(Cl)c(Cl)c(Cl)c(Cl)c2C1=O (stereo not given)	-2
O=C(CSc1nc2c([nH]c3ccccc32)c(=O)n1-c1ccccc1)Nc1cccc(C(F)(F)F)c1	-2
Cc1ccc(Cl)cc1NC(=O)c1cc([N+](=O)[O-])cc([N+](=O)[O-])c1	-10
O=C(COc1ccc(Cl)cc1)NC(=S)Nc1cccc(CO)c1	-1
O=C1C2C3C=CC(C3)C2C(=O)N1c1ccccc1OS(=O)(=O)c1ccc(Cl)cc1 (stereo not given)	0
CCCCC1(C)OC(=O)C(=Cc2ccc(OCc3ccc4c(c3)OCO4)c(OC)c2)C(=O)O1 (stereo not given)	4
CCCC(=O)Nc1cccc(-c2nc3ncccc3o2)c1	1
Cc1cc(Br)ccc1OCC(=O)NNC(=O)C12CC3CC(CC(C3)C1)C2	-2
CCCOc1c(OC)cccc1C1CC(=O)Nc2c1c(=O)n(C)c(=O)n2C (stereo not given)	-1
CC(C)c1ccc(NC(=O)C(Cc2ccccc2)NS(=O)(=O)c2ccc3c(c2)oc(=O)n3C)cc1 (stereo not given)	4

Source: PubChem (Icahn School of Medicine at Mount Sinai)
